# High-throughput results deposited in PubChem BioAssay by Sanford-Burnham Center for Chemical Genomics.
# MT1-MMP act inh: MT1-MMP (human) activation inhibition | P50281 | HT1080 RFP-PRO-GFP cells, GFP/RFP ratio fluorescence, overnight; percent of plate control window, DMSO zero | GFP/RFP ratio change, % at 20 µM | actives 0.061% (n = 360,000);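 active = GFP/RFP ratio change of at least 30% with cell ATP level not reduced by more than half and red fluorescence within 50% of control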; note: strong numbers were not always called active
#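 Read-out: GFP/RFP fluorescence ratio; Test system: RFP-PRO-GFP reporter HT1080 cells; Compound dosing: single-point 20 µM compound, 1% DMSO; Times: overnight compound exposure at 37 °C.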
# DNMT1 inh: blocks human DNA methyltransferase DNMT1; P26358; DNMT1 molecular beacon, Hinp1I cleavage, fluorescence; inhibition (reported as % activation of signal), % at 10 µM; actives 0.83% (n = 360,000); AID 588458; in the data active = inhibition above about 50%
# CendR NRP1 mod: modulators of CendR peptide binding to human neuropilin-1. O14786. FAM-RPARPAR peptide binding to NRP-1, fluorescence polarization. inhibition, % at 25 µM. actives 0.85% (n = 360,000);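 active = inhibition or corrected inhibition above about 18%, plus a signal ratio from 0.5 to 1.5, limit read from the data, passing the limit was not always enough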; note: strong numbers were not always called active
# STEP inh: blocks human striatal-enriched tyrosine phosphatase | P54829 | recombinant STEP, OMFP fluorogenic substrate, fluorescence | inhibition, % at 20 µM | actives 0.25% (n = 360,000) | AID 588621;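 active = inhibition at 20 µM, scaled per plate between control wells, above about 37%, limit read from the data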;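 note: 0% = DMSO with enzyme and substrate and 100% = substrate only without enzyme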
# Target sequence (P54829 whole entry, looked up): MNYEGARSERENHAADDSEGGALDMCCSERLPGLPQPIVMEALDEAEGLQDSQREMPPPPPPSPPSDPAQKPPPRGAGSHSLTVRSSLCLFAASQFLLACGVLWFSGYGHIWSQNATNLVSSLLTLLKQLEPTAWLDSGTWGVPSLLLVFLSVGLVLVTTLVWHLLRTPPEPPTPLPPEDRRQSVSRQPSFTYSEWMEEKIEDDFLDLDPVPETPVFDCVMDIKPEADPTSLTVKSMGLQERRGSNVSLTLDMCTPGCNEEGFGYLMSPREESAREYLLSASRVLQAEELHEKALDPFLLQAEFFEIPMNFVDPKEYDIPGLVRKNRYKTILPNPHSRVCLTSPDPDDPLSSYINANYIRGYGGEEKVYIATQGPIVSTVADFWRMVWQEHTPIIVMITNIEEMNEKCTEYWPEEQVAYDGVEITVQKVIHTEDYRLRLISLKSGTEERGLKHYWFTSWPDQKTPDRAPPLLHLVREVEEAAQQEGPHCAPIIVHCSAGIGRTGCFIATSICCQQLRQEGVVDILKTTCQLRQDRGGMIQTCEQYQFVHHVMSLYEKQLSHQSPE
#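 System: isolated STEP enzyme; schedule: 20 min enzyme reaction at room temperature, protected from light; medium: Bis-Tris buffer pH 6.0, 2.5 mM DTT, 0.005% Tween 20; signal: fluorescence, 480/540 nm; dosing: single compound dose of 20 µM, 1% DMSO final; also added: OMFP substrate, 25 µM final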
# Scp1 inh: blocks human Scp-1 phosphatase activity; Recombinant Scp1, phosphopeptide, malachite green phosphate absorbance; Q9GZU7; AID 493091; inhibition, % at 20 µM; actives 0.88% (n = 340,000);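 active = inhibition above about 50% at 20 µM, limit read from the data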;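 note: plate controls were DMSO wells with enzyme for no effect and wells lacking enzyme for full effect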
# Target sequence (Q9GZU7 76-261 limits assumed): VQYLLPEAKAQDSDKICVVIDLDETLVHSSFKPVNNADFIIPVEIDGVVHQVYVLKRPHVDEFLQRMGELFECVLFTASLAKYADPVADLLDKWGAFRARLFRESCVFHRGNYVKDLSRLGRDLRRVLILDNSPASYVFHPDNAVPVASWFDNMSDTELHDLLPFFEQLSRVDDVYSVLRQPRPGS
#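 Assay system: SCP-1 catalytic fragment, aa 76-261 | Buffer or medium: Tris acetate buffer pH 5.5 with MgCl2 and Tween-20 | Compound: One concentration, 20 µM, with 1.0% DMSO | Also added: Phospho 17-mer peptide substrate | Signal: Absorbance at 630 nm | Incubation: 45 min enzyme reaction at room temperature | Measure: % inhibition of SCP-1 phosphate liberation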
# Rpn11 inh: inhibitors of human proteasome Rpn11; human 26S proteasome, Ub4-pepOG fluorescence polarization; 20S core pre-blocked with epoxomicin; calls only at 20 µM; actives 0.59% (n = 360,000); O00487;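 active = inhibition at 20 µM, scaled to each plate's controls, above about 33%, limit read from the data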
# SUMO1 PPI mod: SUMO1-SIM interaction modulation | inhibition, % at 20 µM | SUMO1 binding to a labelled peptide, TR-FRET, 1 h | actives 0.33% (n = 360,000); in the data active = inhibition above about 37%
# Target sequence (P63165 whole entry, looked up): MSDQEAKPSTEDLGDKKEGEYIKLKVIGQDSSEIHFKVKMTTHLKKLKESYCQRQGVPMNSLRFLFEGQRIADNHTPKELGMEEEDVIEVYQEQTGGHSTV
# LMPTP block: LMPTP (human) inhibition; recombinant LMPTP-A, OMFP fluorogenic substrate, fluorescence intensity; actives 0.22% (n = 360,000); inhibition, % at 20 µM; AID 651560;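 active = compounds that cut the enzyme signal by at least half of the control window in the single-dose screen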;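 note: plate controls were DMSO wells with enzyme plus substrate for no effect and substrate without enzyme for full effect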
# Target sequence (P24666 whole entry, looked up): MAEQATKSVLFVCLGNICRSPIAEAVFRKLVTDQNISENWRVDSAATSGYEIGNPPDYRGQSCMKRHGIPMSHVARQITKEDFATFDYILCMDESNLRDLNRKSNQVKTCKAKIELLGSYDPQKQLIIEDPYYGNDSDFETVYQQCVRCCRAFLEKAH
#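 Test system – LMPTP-A phosphatase enzyme · Quantity – 0.625 nM LMPTP-A final · Reagent – OMFP substrate, 400 µM final · Dosing – one test concentration per compound, 20 µM, with 3% DMSO overall · Timing – 50 min enzyme reaction at room temperature, protected from light · Detection – fluorescence intensity · Controls – substrate-only low control, DMSO enzyme-plus-substrate high control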
# NadD block: blocks S. aureus nicotinate mononucleotide adenylyltransferase; purified NadD enzyme, colorimetric absorbance read-out; actives 0.78% (n = 360,000); inhibition, % at 20 µM; AID 602399; in the data active = inhibition above about 26%; note: some compounds past the cut are filed as inactive
# SKN-1 block: C. elegans SKN-1 inhibition | C. elegans VP596 Pgst-4::GFP/RFP ratio, acrylamide-induced, 24 h | inhibition, % at 21.8 µM | actives 0.49% (n = 360,000) | AID 624304;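 active = interference check ratio from 0.5 to 1.5 plus GFP to RFP signal ratio inhibition reaching or exceeding a fixed threshold, cut at about 30% in these data, passing the limit was not always enough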; note: some compounds called inactive have numbers as strong as hits
# * marks the source's active call; other numbers are inactive results; i = inactive; / = no result given.
SMILES,MT1-MMP act inh,DNMT1 inh,CendR NRP1 mod,STEP inh,Scp1 inh,Rpn11 inh,SUMO1 PPI mod,LMPTP block,NadD block,SKN-1 block
O=C(CCN1CCCCC1)c1ccccc1,-0.7,5.5,1.7,-2.5,-6.2,i,-0.1,-0.8,-4.1,-18.9
COC(=O)c1ccccc1NC(=O)CN(c1ccc(OC)cc1)S(C)(=O)=O,1.0,-2.9,-6.8,-2.2,-20.1,i,0.1,-1.2,-5.7,1.8
Cc1cccc(C(=O)O/N=C(\N)c2cccc([N+](=O)[O-])c2)c1,0.7,0.4,-8.6,-0.2,-4.1,i,-25.0,-0.5,-4.3,-2.4
O=C(O)/C=C/c1ccc(S(=O)(=O)NCc2ccco2)cc1,-3.0,9.7,7.2,3.9,16.3,i,-9.3,-0.1,-8.6,1.4
COc1ccc(S(=O)(=O)N2CCC(C(N)=O)CC2)cc1,5.0,2.2,-5.0,-7.1,-6.6,i,5.2,-0.8,1.4,-6.0
Cc1ccc(C)c(N2CCN(S(=O)(=O)c3ccc4c(c3)oc(=O)n4C)CC2)c1,-2.9,-4.6,-17.5,0.0,-9.7,i,-1.2,1.8,-3.2,-1.8
C/C(=N\NC(=O)c1cccc(Br)c1)c1ccccn1,11.8,0.1,6.6,1.6,-9.2,i,-4.2,0.1,0.5,-0.3
CCN1CCCC1CNC(=O)CN(C)S(=O)(=O)c1ccc(Cl)cc1 (stereo not given),-1.4,2.8,-6.8,-2.3,-6.4,i,0.4,-1.9,-5.6,10.2
Cc1cc(S(=O)(=O)NCc2ccccn2)c(Cl)cc1Cl,-1.3,-0.8,3.7,-1.5,3.0,i,0.7,-0.8,-6.0,16.1
COc1ccc(C(=O)Cn2c(=O)c(CCC(=O)O)nn3c4ccccc4nc23)cc1OC,3.1,-0.3,5.4,7.5,-3.1,i,1.8,0.4,3.1,-0.6
CC1CCC/C=C/C(=O)c2c(O)cc(O)cc2CC(=O)O1 (stereo not given),1.7,14.6,-6.1,-0.5,6.8,i,6.2,0.9,6.1,-2.9
CC(=O)N1CCN(c2ccc(NC(=O)c3ccc4ccccc4c3)cc2)CC1,1.9,-3.0,0.0,0.0,-4.8,i,-8.4,1.1,-7.2,-20.5
CCCCn1c(N)c(N(CCOC)C(=O)CC2CCCCC2)c(=O)[nH]c1=O,2.2,1.2,-0.7,-0.3,-1.9,i,-1.5,-1.6,-0.6,14.0
COc1cccc(NC(=O)CN(C)C(=O)c2cn(-c3ccccc3)nc2-c2cccs2)c1,1.1,-5.5,-6.4,-2.8,-6.9,i,3.7,2.7,-5.7,5.6
CC1CCCCN1C(=O)Cn1cc(C#N)c2ccccc21 (stereo not given),6.2,-0.4,16.2,4.2,-4.3,i,2.8,-0.4,2.8,4.5
Cc1ccc(C(=O)NNC(=S)Nc2cccc3ccccc23)s1,1.1,-18.0,8.2,0.1,-7.4,i,-9.0,-2.1,5.1,0.2
COC(CNS(=O)(=O)c1ccc(Cl)cc1)c1ccccc1 (stereo not given),-1.0,9.4,-21.1,-1.5,0.3,i,1.7,-0.9,-3.1,-21.3
Cc1cccc(NS(=O)(=O)c2ccc3c(c2)CCN3C(=O)CCC(=O)O)c1,-3.5,0.7,-5.4,-1.1,1.4,i,9.0,0.2,-0.2,-4.4
Cc1ccc(N2C(=O)C3C4C=CC(CNC(=S)N5CCN(c6ccccn6)CC5)(O4)C3C2=O)cc1 (stereo not given),2.1,-14.5,13.4,-1.3,-5.6,i,-25.0,-0.6,-3.1,4.5
CCOc1ccc(NC(=O)c2nn(C)c(C(=O)Nc3ccc(OCC)cc3)c2[N+](=O)[O-])cc1,1.4,-2.0,3.1,-0.2,-8.1,i,5.9,1.0,5.5,21.8
Cc1nonc1-c1csc(N)n1,1.1,0.5,-8.3,-4.7,-0.7,i,-4.5,-2.5,-7.7,-5.3
CC1CCN(c2ccc(NC(=O)c3ccc([N+](=O)[O-])o3)cc2)CC1,-34.8,-1.4,10.5,0.1,-2.0,i,-37.5,2.8,3.0,11.7
CCCCCCNC(=O)c1cc(S(=O)(=O)N2CCc3ccccc32)ccc1F,0.2,0.2,7.5,0.1,-3.4,i,10.6,0.7,-6.2,0.6
CCC(=O)Nc1cccc(NC(=S)NC(=O)c2ccccc2C)c1,4.9,-2.4,-22.6,-0.9,-3.0,i,-2.4,-0.9,-8.6,0.8
Cc1ccc(NC(=O)C2CC(=O)N(c3ccc4c(c3)OCCO4)C2)cc1S(=O)(=O)N(C)C (stereo not given),0.0,-14.5,2.0,1.6,-9.5,i,4.9,-1.8,-7.7,-6.1
CN(C)C(=O)CSc1nnc(-c2cccs2)n1-c1ccccc1,-1.1,-2.1,-3.2,-2.4,-12.3,i,2.5,-2.0,-6.7,0.0
COc1nc(OC)nc(N(C)CCO)n1,-2.3,3.5,14.8,-3.6,-2.2,i,-2.3,-1.5,4.0,2.1
COc1ccc(CNC/C=C/c2ccccc2)cc1,0.9,0.1,2.0,-2.8,-3.5,i,3.6,-1.4,-8.4,6.0
CCOc1ccc(OCCC(=O)OCC(=O)N2CCN(S(=O)(=O)c3ccc(C)cc3)CC2)cc1,3.1,7.0,2.5,1.6,13.0,i,5.1,2.2,-6.7,4.1
Clc1cc(CSc2ccccc2)nc(-c2ccccc2)n1,1.3,-1.3,-20.3,2.8,61.4*,i,1.6,2.6,1.7,22.4
CCN1C(=O)C(CC(=O)Nc2ccc(OC)cc2)N(Cc2ccco2)C1=S (stereo not given),0.5,1.4,-5.6,-4.8,-6.8,i,-2.1,-0.7,-1.0,-7.3
CCC(C)c1nc2ccsc2c(N2CCOC2=O)c1-c1ccccc1 (stereo not given),-8.3,1.4,6.1,2.8,-3.0,i,3.4,-0.9,-0.1,8.3
Cc1nnc(SCC(=O)Nc2ccc(Br)cn2)[nH]c1=O,0.5,2.6,-3.5,-2.1,1.1,i,0.3,-0.2,-2.3,-2.4
COc1ccc(S(=O)(=O)N2CCN(CC(=O)c3c(N)n(C)c(=O)n(C)c3=O)CC2)cc1OC,0.8,0.3,7.1,-2.3,/,i,-4.9,-1.8,-2.0,6.6
CC(C)c1ccc(NC(=O)C2Cc3c(-c4ccccc4Oc4ccccc4)ccnc3O2)cc1 (stereo not given),-0.1,-3.4,-13.1,1.5,/,i,0.0,4.0,10.2,4.0
CC(=O)NC(C)c1cc(F)c2cccnc2c1O (stereo not given),2.4,0.1,17.5,3.0,-9.8,i,-0.6,0.4,0.8,-1.1

# 4 of these compounds in a different format.
Cc1ccc(NC(=O)C2CC(=O)N(c3ccc4c(c3)OCCO4)C2)cc1S(=O)(=O)N(C)C (stereo not given)
  MT1-MMP act inh: 0.0 | DNMT1 inh: -14.5 | CendR NRP1 mod: 2.0 | STEP inh: 1.6 | Scp1 inh: -9.5 | Rpn11 inh: i | SUMO1 PPI mod: 4.9 | LMPTP block: -1.8 | NadD block: -7.7 | SKN-1 block: -6.1
CN(C)C(=O)CSc1nnc(-c2cccs2)n1-c1ccccc1
  MT1-MMP act inh: -1.1 | DNMT1 inh: -2.1 | CendR NRP1 mod: -3.2 | STEP inh: -2.4 | Scp1 inh: -12.3 | Rpn11 inh: i | SUMO1 PPI mod: 2.5 | LMPTP block: -2.0 | NadD block: -6.7 | SKN-1 block: 0.0
COc1nc(OC)nc(N(C)CCO)n1
  MT1-MMP act inh: -2.3 | DNMT1 inh: 3.5 | CendR NRP1 mod: 14.8 | STEP inh: -3.6 | Scp1 inh: -2.2 | Rpn11 inh: i | SUMO1 PPI mod: -2.3 | LMPTP block: -1.5 | NadD block: 4.0 | SKN-1 block: 2.1
COc1ccc(CNC/C=C/c2ccccc2)cc1
  MT1-MMP act inh: 0.9 | DNMT1 inh: 0.1 | CendR NRP1 mod: 2.0 | STEP inh: -2.8 | Scp1 inh: -3.5 | Rpn11 inh: i | SUMO1 PPI mod: 3.6 | LMPTP block: -1.4 | NadD block: -8.4 | SKN-1 block: 6.0

# (continued)
SMILES,MT1-MMP act inh,DNMT1 inh,CendR NRP1 mod,STEP inh,Scp1 inh,Rpn11 inh,SUMO1 PPI mod,LMPTP block,NadD block,SKN-1 block
Cc1ccc(S(=O)(=O)NCCNS(=O)(=O)c2ccc(C)cc2)cc1,-4.9,1.5,4.5,0.1,-18.6,i,1.6,-1.5,-3.9,19.3
COc1ccc(C2c3sc(=O)[nH]c3SCC2C(N)=O)cc1 (stereo not given),-1.0,-3.1,-5.1,-3.8,-5.8,i,-6.4,1.8,-0.4,-9.5
O=C(COC(=O)[C@H](Cc1ccccc1)NS(=O)(=O)c1ccccc1F)NC1CCCCC1,0.0,-0.3,-0.3,-0.7,-9.4,i,-0.5,-0.8,-8.1,2.1
Clc1ccc(-c2nn3c(C4COc5ccccc5O4)nnc3s2)cc1 (stereo not given),2.0,-2.5,12.5,9.8,-7.3,i,-0.3,2.7,0.2,17.3
COc1ccc2c(c1OC)C(=O)OC2CC(=O)c1ccc(N(C)C)cc1 (stereo not given),5.2,-2.2,-6.3,0.8,2.6,i,-18.0,-0.4,0.8,1.9
CCOc1ccc(CCN2C(=O)C3C4CCC(O4)C3C2=O)cc1OCC (stereo not given),-1.4,1.2,-5.8,-1.9,-8.2,i,2.6,-0.6,-0.2,2.5
Cc1cc(N2CCOCC2)nc(N2CCOCC2)c1C#N,4.2,4.3,13.0,2.0,/,i,3.4,-2.8,-6.6,31.4
COc1cc(NC(=S)NC(=O)c2ccc(C(C)(C)C)cc2)ccc1NC(=O)c1cccs1,-2.4,-9.4,-0.8,2.5,-10.2,i,2.7,-0.2,2.5,5.9
CC1CC(C)CN(CCOc2ccc(Br)cc2)C1 (stereo not given),5.5,2.2,2.9,-3.0,-6.8,i,0.1,-1.2,-0.8,6.8
CCC(c1nnnn1-c1ccc2c(c1)OCCO2)N1CCN(c2ccc(C(F)(F)F)cc2[N+](=O)[O-])CC1 (stereo not given),-2.2,/,14.8,/,/,/,-4.6,2.0,3.3,-7.1
COc1ccc(OCCCC(=O)N(CCC2=CCCCC2)c2c(N)n(Cc3ccccc3)c(=O)[nH]c2=O)cc1,2.0,-2.5,-5.3,0.2,-2.8,i,2.4,-0.8,-1.7,-7.8
COc1ccc(/C=C2\SC(=O)N(CCC(=O)N3CCN(C)CC3)C2=O)cc1,-1.7,0.6,4.0,2.6,-5.1,i,-35.2,0.4,-2.0,6.6
CC(NC(=O)C1CC1)C(c1cccs1)N1CCN(c2ccccc2)CC1 (stereo not given),-0.3,5.4,1.5,-0.1,-8.4,i,-0.5,-0.4,2.3,-8.8
COc1cc(OC)cc(-c2nnc(SCc3ccc(C(=O)O)cc3)o2)c1,0.6,1.6,1.8,0.2,-6.0,i,4.6,0.2,-7.7,-8.3
